# Source: PubChem BioAssay (The Scripps Research Institute Molecular Screening Center)
# TPT1 inhibitor – blocks Candida albicans tRNA 2'-phosphotransferase | actives 0.81% (n = 300,000) | recombinant caTPT1, FP RNA substrate dephosphorylation | inhibition, % at 5 µM;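 active = inhibition above the mean of all tested compounds plus 3 SD, set per screening campaign, cut at about 24% in these data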;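 note: plate controls were DMSO alone for no effect and ferristatin control at 100 nM for full effect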
# procasp7 counter – activates human procaspase-7, counter-screen for procaspase-3 activators | recombinant procaspase-7, Ac-DEVD-pNA absorbance 405 nm; D23A/D198A/D206A triple mutant, cannot self-cleave; scale: DMSO 0, 5 µM enzyme 100 | activation, % at 8.5 µM | actives 0.093% (n = 330,000) | P55210;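 active = percent activation above the screen-wide mean plus 3 SD, cut at about 25% in these data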
# Target sequence (P55210 whole entry D23A/D198A/D206A): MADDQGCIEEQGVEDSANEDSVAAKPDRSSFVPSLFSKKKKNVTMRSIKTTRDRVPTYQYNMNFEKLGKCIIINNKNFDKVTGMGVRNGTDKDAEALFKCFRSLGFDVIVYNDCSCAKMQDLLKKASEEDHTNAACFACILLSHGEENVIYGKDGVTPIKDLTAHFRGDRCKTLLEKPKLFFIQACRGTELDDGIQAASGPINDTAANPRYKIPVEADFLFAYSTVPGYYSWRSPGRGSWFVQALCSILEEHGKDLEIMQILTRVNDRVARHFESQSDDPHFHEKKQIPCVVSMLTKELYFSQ
#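 Replicates: singlicate. Assay system: Procaspase-7 triple mutant (PC-7 D3A). Signal: 405 nm absorbance of p-nitroaniline. Times: 1 h preincubation, 2 h reaction. Buffer or medium: Zinc-free HEPES pH 7.4 with 300 mM NaCl, 0.01% Triton X-100. Also added: DEVD-pNA substrate. Benchmarks: DMSO wells as 0%, DMSO with 5 µM added PC-7 as 100%.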
# PP5 primary – inhibitors of human protein phosphatase 5 (PP5); P53041; purified PP5c, OMFP substrate fluorescence; inhibition, % at 6.7 µM; actives 0.18% (n = 320,000);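 active = inhibition above the campaign's mean inhibition across all tested compounds plus 3 SD, cut at about 9.5% in these data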;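 note: 0% = DMSO only and 100% = 100 µM cantharidin control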
# PP1 inh – blocks human PP1-alpha phosphatase, a PP5 counter-screen. P62136. AID 2235. inhibition, % at 6.7 µM. actives 0.9% (n = 320,000). purified PP1alpha, OMFP fluorescence;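 active = inhibition above the mean inhibition of all tested compounds plus 3 SD, computed separately for each screening campaign, cut at about 15% in these data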
# Target sequence (P62136 whole entry, looked up): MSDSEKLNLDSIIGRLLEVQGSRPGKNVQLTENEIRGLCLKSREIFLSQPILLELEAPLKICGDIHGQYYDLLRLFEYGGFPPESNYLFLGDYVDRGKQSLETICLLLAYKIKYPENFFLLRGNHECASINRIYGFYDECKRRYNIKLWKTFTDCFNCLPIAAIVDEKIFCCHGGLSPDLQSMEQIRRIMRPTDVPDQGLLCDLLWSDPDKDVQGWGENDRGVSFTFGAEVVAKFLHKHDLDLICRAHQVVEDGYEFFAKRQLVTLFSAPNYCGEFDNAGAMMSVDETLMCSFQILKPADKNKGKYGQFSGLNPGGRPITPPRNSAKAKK
# core dimer inh – HCV core protein dimerization inhibition; TR-FRET GST/Flag-core106 dimerization, 1536-well; AID 1899; actives 0.33% (n = 300,000); inhibition, % at 5 µM;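 active = inhibition above the mean of all tested compounds plus 3 SD, set per screening campaign, cut at about 45% in these data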
#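 Assay system: Tagged HCV core106 pair (GST and Flag) | Buffer or medium: KF-containing HEPES buffer, pH 7.45, DTT, CHAPS, BSA | Also added: Eu donor and XL665 acceptor anti-tag antibodies | Dosing: One concentration, 5 µM, in 0.5% DMSO | Timing: 4 h at 22.5 °C | Technique: TR-FRET 671 and 617 nm emission | Repeats: Singlicate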
# procasp3 activ – activates human procaspase-3. actives 0.11% (n = 330,000). recombinant procaspase-3 D3A, Ac-DEVD-pNA absorbance 405 nm. activation, % at 8.5 µM. AID 463141;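 active = activation above the mean of all tested compounds plus 3 SD, cut at about 21% in these data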;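 note: 0% = DMSO alone and 100% = DMSO wells spiked with extra 5 µM PC-3 D3A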
# Target sequence (P42574 whole entry D9A/D28A/D175A): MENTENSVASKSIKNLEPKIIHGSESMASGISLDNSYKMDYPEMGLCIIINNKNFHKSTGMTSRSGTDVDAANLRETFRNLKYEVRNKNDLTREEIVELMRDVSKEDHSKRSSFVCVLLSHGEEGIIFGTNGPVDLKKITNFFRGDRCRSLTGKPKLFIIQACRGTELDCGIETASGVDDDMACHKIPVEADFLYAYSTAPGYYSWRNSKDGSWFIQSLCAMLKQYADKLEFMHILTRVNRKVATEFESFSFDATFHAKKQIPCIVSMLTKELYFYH
#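 System: Procaspase-3 D3A mutant. Medium: Zinc-free 300 mM NaCl, 50 mM HEPES, 0.01% Triton X-100. Schedule: 1 h preincubation plus 2 h reaction at 25 °C. Measured by: 405 nm absorbance of p-nitroaniline, reads at 0 and 120 min. Read-out: percent activation relative to control range.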
# PAFAH2 FP inh – inhibitors of human PAFAH2. Q99487. recombinant PAFAH2, FP-rhodamine activity probe, fluorescence polarization. inhibition, % at 3.39 µM. actives 0.99% (n = 340,000);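 active = inhibition above the mean over all tested compounds plus 3 SD, cut at about 30% in these data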;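 note: inhibitors block probe labeling of enzyme so polarization drops; 0% = enzyme with DMSO and 100% = wells lacking PAFAH2 protein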
# AHR activator – activators of human aryl hydrocarbon receptor | P35869 | activation, % at 5 µM | actives 2.5% (n = 320,000) | AHR-responsive luciferase reporter cells, luminescence; in the data active = activation above about 47%;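 note: 0% = vehicle wells and 100% = reference agonist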
# Fh CTSL1 inh – blocks F. hepatica cathepsin L1 in PFM18AAP counter-screen; inhibition, % at 5.96 µM; actives 0.49% (n = 300,000); recombinant F. hepatica cathepsin L1, Z-Leu-Arg-MCA fluorescence;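 active = inhibition above the mean of all tested compounds plus 3 SD, set per screening campaign, cut at about 17% in these data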;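 note: 0% = plate median of test compound wells and 100% = 1 µM Z-Phe-Ala-diazomethylketone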
# Starred values were filed as active, the others as inactive; . = no result given.
SMILES,TPT1 inhibitor,procasp7 counter,PP5 primary,PP1 inh,core dimer inh,procasp3 activ,PAFAH2 FP inh,AHR activator,Fh CTSL1 inh
O=c1cc(CO)oc(C(Nc2ccccn2)c2ccccc2Cl)c1O (stereo unspecified),-2,0,-1.1,-4,-2,2,3,0,8
CS(=O)(=O)N(CC(=O)N1CCCCCC1)c1cccc(Br)c1,1,7,2.4,-3,10,0,1,0,-6
COc1ccc(N2CCN(C(=O)COC(=O)CNC(=O)c3ccc(Cl)cc3Cl)CC2)cc1,-2,0,0.4,-3,-5,1,2,0,0
COc1ccc(-c2cc3c(=O)n(CC(=O)Nc4ccc(Cl)cc4)ncn3n2)cc1,-1,-2,-0.6,-2,-29,7,-8,0,-1
CC(OC(=O)c1cccs1)C(=O)NCc1ccco1 (stereo unspecified),1,8,1.4,0,0,-7,-4,3,-3
O=C(OCc1c(F)cccc1Cl)c1cnc2ccccc2n1,3,-11,1.1,2,4,9,10,2,2
O=C(c1cc(C2CC2)on1)N1CCN(c2ccc(F)cc2)CC1,1,10,-1.1,-4,18,2,-1,-5,0
CN(CC(=O)Nc1ccccc1Br)C(=O)CCC1CCCC1,-3,15,0.8,-4,8,4,-5,-3,5
COc1ccc(CCNC(=O)C2CCN(S(=O)(=O)c3cnc[nH]3)CC2)cc1OC,1,3,2.1,0,0,4,-5,-1,-2
CC(C)=CC(=O)Nc1ccc2c(c1)OCO2,1,0,1.4,-2,7,5,3,34,-2
CC(C)CNC(=O)NC(=O)COC(=O)c1cccc(NS(=O)(=O)c2ccc(F)c(F)c2)c1,-1,-1,1.8,1,-1,7,4,4,-2
CCOC(=O)N1CCN(C(=O)c2ccccc2NC(=O)c2ccccc2Cl)CC1,-1,7,3.2,0,-16,-2,1,1,-1
O=C(O)c1ccccc1S(=O)(=O)c1ccccc1CO,3,11,1.6,-1,-7,1,5,1,-1
CN=c1c([N+](=O)[O-])nn(-c2ccc3c(c2)OCCO3)n1O,0,-12,-0.6,-5,-5,7,-7,22,5
COc1ccc(-c2ccc(-c3noc(-c4ccccc4OC)n3)c(OC)n2)cc1,12,0,-2.1,9,9,-12,-18,9,-1
COc1ccc(-c2c(C#Cc3ccsc3)c3cc(-c4ccc5c(c4)OCO5)ccc3n2C)cc1,.,11,0.2,5,.,4,6,-1,.
COc1ccc(C(C(=O)NC(C)(C)C)N(C(=O)Cn2nnc3ccccc32)c2cccc(C(C)=O)c2)cc1O (stereo unspecified),-4,-1,-0.5,-2,-4,6,-2,2,0
COc1cc(C(=O)O)nc2ccccc12,1,-1,-0.1,2,5,7,11,-2,-2
CCOC(=O)c1ccc(NC(=O)CN2CCc3ccccc3C2)cc1,-1,6,2.9,0,-5,5,-8,0,0
CCn1c(SCC(=O)Nc2nc(C)cs2)nnc1-c1cccnc1,-5,-5,-1.6,-4,1,0,-5,9,-2
Cc1cccc(N(CC(=O)NC2CCCC2)C(=O)c2csnn2)c1C,-1,13,2.7,-4,1,8,-3,1,-1
Cc1nn(C)cc1CNC(=O)c1cccc(Cl)c1,-2,11,-0.6,-4,-4,0,-8,-2,-1
Nc1cc(C(=O)O)ccc1Nc1ccc(F)c(F)c1,-2,-6,-0.7,-3,-6,-3,18,-3,2
COc1ccccc1/C=C/C(=O)NCC(=O)N1CCC(N(C)C2CCCC2)CC1,0,7,-0.2,-3,2,0,-3,4,0
COc1ccc(OC)c(NC(=O)CN(c2ccc(C)cc2)S(=O)(=O)c2c(C)n[nH]c2C)c1,-2,-14,2.9,0,1,10,2,14,2
Cc1cc(C)nc(SCC(=O)c2ccc(F)cc2F)n1,-5,13,2.5,-4,-2,-4,5,34,5
CC(Cc1c[nH]c2ccccc12)NC(N)=O (stereo unspecified),1,-7,-3.8,-1,-3,3,-2,3,-3
COc1ccc(S(=O)(=O)N2CCCC(C(=O)NCc3ccccn3)C2)cc1Cl (stereo unspecified),-2,4,-2.3,-7,-3,4,-6,-1,-1
COc1cccc(C2C(C(=O)c3ccc(C)o3)=C(O)C(=O)N2CCN2CCOCC2)c1OC (stereo unspecified),1,-12,3.1,2,6,-15,-5,2,1
O=C1CCC([N+](=O)[O-])C(c2ccccc2F)N1 (stereo unspecified),-3,9,0.4,2,-2,10,-2,1,-10
Cc1cc(C)cc(NC(=O)CCc2c(C)nn(-c3ccc(N4CCCCC4)nn3)c2C)c1,-1,-3,2.6,-1,3,8,-4,10,1
Cc1cc(NCc2ccccc2)n2ncnc2n1,1,-2,1.5,2,1,-1,9,-2,-1
Cc1ccc(NC(=O)Cc2nc(CSc3nnc(-c4ccc5c(c4)OCO5)o3)cs2)cc1,-4,4,1.5,2,-5,3,1,50*,-2
CCOc1ccc(C(=O)Nc2ccc3c(c2)OCCO3)cc1OC,1,-8,1.9,5,4,8,-4,11,-4
CCOc1ccc2nc(SCC(=O)Nc3ncccn3)[nH]c2c1,-3,2,0.8,2,0,-1,-2,6,-2
Cc1ccc(S(=O)(=O)Nc2ccc(N3CCOCC3)cc2)cc1,1,-6,2.2,-2,-8,3,2,-1,-1
COc1ccc(/C=N/n2cncn2)cc1Cn1cc([N+](=O)[O-])cn1,-1,7,0.5,-7,-3,2,.,1,4
Cc1ccn2c(-c3n[nH]c(=S)n3C)c(C)nc2c1,0,-7,-0.4,-3,-14,-3,6,10,4
O=C1c2ccccc2C(=O)N1/N=C/c1ccc(O)c(O)c1,-1,-2,-2.2,-3,-11,-4,8,0,6
O=C(N/N=C/c1ccccn1)C1CC1,3,-9,2.9,0,-6,-5,1,16,-2
COC(=O)c1sccc1NC(=O)c1ccnn1C,2,11,-1.3,-2,-1,4,-2,-4,4
NC(=O)NCC(=O)N1CCN(S(=O)(=O)c2ccc(Cl)s2)CC1,.,14,2.2,-2,.,2,-3,0,.
COc1ccc(CCNC(=O)CCCOc2cc(=O)n(C)c3ccccc23)cc1OC,-1,-2,0.7,1,1,9,0,0,3
Cc1ccc(NC(=O)CN(C)C(=O)C(C)OC(=O)CNC(=O)c2ccc(Cl)c([N+](=O)[O-])c2)cc1 (stereo unspecified),1,-1,-0.5,-2,0,-3,-3,0,28*
COc1ccc2oc(C(=O)OCC(=O)N(C)C3CCCCC3)c(C)c2c1,0,5,-1.0,-3,9,-1,24,-1,-2
COc1ccc(C2OCC3(CO2)SC(N)=NC3=O)cc1 (stereo unspecified),-1,6,2.1,-3,1,7,-4,-1,-3
CCCCC(=O)NC(Nc1ccc(C)cn1)(C(=O)OCC)C(F)(F)F (stereo unspecified),1,1,-2.2,-2,-3,-4,7,-2,0
CCN1CCN(c2nc3ccccn3c(=O)c2C=O)CC1,-7,2,1.0,-2,4,-8,-3,6,1
CC1=C(C(=O)OCC2CCCO2)C(c2ccccc2OC(C)C)C2=C(CC(c3ccco3)CC2=O)N1 (stereo unspecified),-5,-3,4.0,8,24,-11,-1,0,5
CCCN1CCC(=NNC(=O)c2ccc(Br)o2)CC1,3,-1,-0.8,-1,3,1,3,4,-1
CCC[C@@H]1CCCO[C@@](C(=O)NCc2cc(C)n(C)n2)(C(F)(F)F)C1,-3,4,2.4,6,7,-5,3,2,1
COc1ccc(C=O)cc1OS(=O)(=O)c1ccc(NC(C)=O)cc1,-2,-1,-0.6,-4,8,-5,2,0,2
Cn1c(Cc2nc3ccccc3n2C)nc2ccccc21,1,0,2.7,-3,-2,-4,-3,7,-1
CCCCN1C(=O)/C(=C2/Sc3ccc(Cl)cc3N2CC)SC1=S,3,11,-0.5,-3,6,4,.,5,-8
Cc1cc(S(=O)(=O)N(Cc2ccccc2Cl)c2ccc3c(c2)CCC3)ccc1-n1cnnn1,0,-11,0.4,-2,15,4,-6,15,3
C=CCn1c(CCSCc2ccccc2)n[nH]c1=S,-2,-27,0.6,-1,-1,-6,-3,-2,-4
COc1ccc(CCNC(=O)c2cccnc2)cc1,-1,-12,-0.1,-6,-1,5,-3,0,0
Cc1nc(NCC2CCCO2)c2nnn(Cc3ccccc3)c2n1 (stereo unspecified),3,3,1.9,-3,0,0,2,5,-5
O=C(Cc1cccc(C(F)(F)F)c1)NCc1cccc(Cl)c1,0,3,-0.4,-2,-2,-5,2,2,1
Fc1ccc(-n2c(-c3cccs3)nc3nc4ccccc4nc32)cc1,1,-1,1.9,0,10,-6,10,2,6

# Going on with the list:
SMILES,TPT1 inhibitor,procasp7 counter,PP5 primary,PP1 inh,core dimer inh,procasp3 activ,PAFAH2 FP inh,AHR activator,Fh CTSL1 inh
O=C(/C=C/c1cccnc1)c1ccc(NC(=O)c2cccc(Br)c2)cc1,-5,-2,3.4,5,6,9,-41,13,4
CC(NCC(O)COCc1cccs1)C1CC2CCC1C2 (stereo unspecified),-7,1,-1.6,3,-3,1,4,3,1
C[N+]1(C)CCC(=C2c3ccccc3CC(=O)c3sccc32)CC1,0,-7,2.0,0,-6,-6,6,-1,-3
COc1ccc(OCC(=O)Nc2cccc(NC(=O)c3ccco3)c2)cc1,0,9,1.7,-2,5,0,1,1,-1
O=C(CN1CCN(c2ccccc2F)CC1)NCc1ccccc1,-3,-8,3.0,-2,0,6,-5,1,-2
Cc1ccc2[nH]c(=O)c(CN(Cc3cccs3)Cc3nnnn3Cc3ccccc3)cc2c1,4,-5,6.1,14,11,-4,-4,3,-6
O=C(NCc1ccco1)c1c(F)cccc1Cl,-1,-2,1.0,-1,-4,4,4,1,0
Cc1ccc(CNC(=O)CSc2c3c(nc4ccc(Cl)cc24)CCCC3)o1,11,-3,-1.1,0,13,2,1,3,0
CN(CCC#N)C(=O)COC(=O)c1ccccc1C(=O)c1ccc(Cl)c([N+](=O)[O-])c1,-1,2,0.1,-2,-1,-3,9,1,1
Cc1ccnc(NC(=O)CN2C(=O)c3ccccc3S2(=O)=O)c1,1,13,1.0,-1,-1,-3,-5,-2,-1
Cc1nc(CNS(=O)(=O)c2ccccc2F)cs1,-1,2,-2.8,-1,1,-6,11,-2,3

# Three compounds from above, sorted by the number in AHR activator, lowest first.
compound,AHR activator
C[N+]1(C)CCC(=C2c3ccccc3CC(=O)c3sccc32)CC1,-1
O=C(CN1CCN(c2ccccc2F)CC1)NCc1ccccc1,1
CC(NCC(O)COCc1cccs1)C1CC2CCC1C2 (stereo unspecified),3

# Records above that bear a hit mark in AHR activator.
structure,TPT1 inhibitor,PP5 primary,core dimer inh,procasp3 activ,PAFAH2 FP inh,AHR activator
Cc1ccc(NC(=O)Cc2nc(CSc3nnc(-c4ccc5c(c4)OCO5)o3)cs2)cc1,-4,1.5,-5,3,1,50*

# Complete entries, quoted from the list.
# Record of CC(NCC(O)COCc1cccs1)C1CC2CCC1C2 (stereo unspecified) → TPT1 inhibitor: -7; procasp7 counter: 1; PP5 primary: -1.6; PP1 inh: 3; core dimer inh: -3; procasp3 activ: 1; PAFAH2 FP inh: 4; AHR activator: 3; Fh CTSL1 inh: 1
# Record of CN(CCC#N)C(=O)COC(=O)c1ccccc1C(=O)c1ccc(Cl)c([N+](=O)[O-])c1 → TPT1 inhibitor: -1; procasp7 counter: 2; PP5 primary: 0.1; PP1 inh: -2; core dimer inh: -1; procasp3 activ: -3; PAFAH2 FP inh: 9; AHR activator: 1; Fh CTSL1 inh: 1
